Compound activity from PubChem.
LDHA inh = qHTS assay for inhibitors of human lactate dehydrogenase; L-lactate dehydrogenase A chain (Homo sapiens), P00338; purified LDHA, NADH/diaphorase-resazurin fluorescence; active compounds read low; activity change, % (values are at about 110 or 230 µM); 480,000 tested, 0.15% active; in the data active = activity change below about -30%; inconclusive = mostly about -25% to -30%;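 also: plate controls were DMSO wells for no effect and wells without enzyme for full effect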
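Human LDH5 (2 nM) was incubated with 0.06 mM NADH and 0.2 mM pyruvate for 5 min at room temperature in Tris pH 7.4. Remaining NADH was coupled through diaphorase/resazurin, and resorufin fluorescence was read at 0 and 20 min.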
GRP78 ERSR act = qHTS for Inducers of the Endoplasmic Reticulum Stress Response (ERSR) in Human Glioma: qHTS | U87-MG GRP78 promoter luciferase reporter, 16 h | Potency, µM, inactives show at the top dose activation, hits mostly activators | 420,000 tested, 0.02% active; also: potency is read from the fitted curve at half-maximal effect; series mostly up to about 76 µM; % of control where 0% means no effect; nearly all actives have a fitted effect of over 35% in size
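Stably transfected U87-MG glioma cells carrying a GRP78-based luciferase sensor; 16 h compound incubation. Luminescence end-point read 10 min after Bright-Glo addition at room temperature.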
POLH inh = qHTS for Inhibitors of Polymerase Eta | DNA polymerase eta (Homo sapiens), Q9Y253 | recombinant Pol eta, fluorescent DNA replication assay | Potency, µM (doses to about 114 µM), for inactives: top-dose activity change, negative = inhibition, usual class: inhibitors | 390,000 tested, 1.2% active | AID 588591, 2011; also: potency is read from the fitted curve at half-maximal effect; % is scaled to controls: 0 for no effect and ±100 for the full control effect
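Pol eta (10 nM) was preincubated with compounds for 15 min at room temperature, after which fluorescent replication substrate (50 nM final) was added to start the reaction. Fluorescence was read kinetically at 0 and 10 min.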
Apoferritin bind = qHTS Assay for Identification of Novel General Anesthetics; apoferritin/1-aminoanthracene competitive binding, fluorescence; Potency, µM (doses to about 77.5 µM), without a hit: at the highest dose activity change, negative = displacement, usual class: inhibitors; 350,000 tested, 0.074% active; AID 485281, 2010; also: potency is read from the fitted curve at half-maximal effect; % is scaled to controls: 0 for no effect and ±100 for the full control effect; nearly all actives have a fitted effect of over 20% in size
Target sequence (P02791 2-175 limits assumed): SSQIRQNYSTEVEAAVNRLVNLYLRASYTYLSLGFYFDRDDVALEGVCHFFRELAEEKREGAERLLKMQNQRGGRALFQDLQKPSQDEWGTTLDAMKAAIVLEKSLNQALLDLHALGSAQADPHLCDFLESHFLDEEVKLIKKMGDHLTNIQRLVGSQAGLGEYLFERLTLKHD
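Apoferritin-based anesthetic binding model; compound displacement of fluorescent 1-AMA measured as endpoint fluorescence after 10 minutes at room temperature, scaled to free-ligand and complex controls.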
APE1 inh = qHTS Assay for Inhibitors of the Human Apurinic/apyrimidinic Endonuclease 1 (APE1); DNA repair nuclease/redox regulator APEX1 (Homo sapiens), P27695; recombinant APE1, TAMRA/BHQ-2 abasic DNA cleavage fluorescence; Potency, µM (highest dose often 65.8 µM), without a hit: at the highest dose activity change, negative = inhibition, hits mostly inhibitors; 350,000 tested, 0.35% active;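 also: potency is read from the fitted curve at half-maximal effect; plate controls were vehicle for no effect and reference inhibitor for full effect; nearly all actives have a fitted effect of over 55% in size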
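Compound pre-exposure to 0.75 nM APE1, 15 min at ambient temperature. Reaction initiated with 50 nM TAMRA/BHQ-2 THF substrate, read immediately in kinetic mode, 525 nm excitation, 598 nm emission.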
Pol beta inh = qHTS Assay for Inhibitors of DNA Polymerase Beta; Pol beta primer extension/strand displacement, fluorescence kinetic; Potency, µM (doses to about 114 µM), for inactives: top-dose activity change, negative = inhibition, actives largely listed as inhibitors; 340,000 tested, 1.3% active; AID 485314, 2010; also: potency is read from the fitted curve at half-maximal effect; % is scaled to controls: 0 for no effect and ±100 for the full control effect
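Human Pol beta at 10 nM; strand-displacement substrate 50 nM final. Compound exposure 15 min at room temperature before start, reaction 10 min at room temperature.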
BLM helicase inh = qHTS Assay for Inhibitors of Bloom's syndrome helicase (BLM); RecQ-like DNA helicase BLM (Homo sapiens), P54132; recombinant BLM DNA unwinding, fluorescence dequenching; Potency, µM (highest dose often 56.1 µM), inactives show at the top dose activity change, negative = inhibition, most hits filed as inhibitors; 350,000 tested, 0.2% active; AID 2528, 2010;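 also: potency is read from the fitted curve at half-maximal effect; plate controls were vehicle for no effect and no enzyme for full effect; nearly all actives have a fitted effect of over 35% in size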
Pol kappa inh = qHTS for Inhibitors of Polymerase Kappa; DNA polymerase kappa (Homo sapiens), Q9UBT6; purified Pol kappa, fluorescent DNA synthesis assay, 10 min; Potency, µM (top dose mostly 107 µM), for inactives: at the highest dose activity, negative = inhibition, usual class: inhibitors; 400,000 tested, 0.53% active; also: potency is read from the fitted curve at half-maximal effect; % is scaled to controls: 0 for no effect and ±100 for the full control effect
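Fluorescent qHTS in 1536-well format: enzyme (10 nM) and compound sat 15 min at room temperature before 50 nM substrate (final) was added. Signal taken at 0 and 10 min; no-enzyme buffer wells were negative controls.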
POLI inh = qHTS for Inhibitors of Polymerase Iota. DNA polymerase iota (Homo sapiens), Q9UNA4. Pol iota fluorescent replication assay, 10 min. Potency, µM (doses to about 115 µM), for the others: top-dose activity, negative = inhibition, most hits filed as inhibitors. 390,000 tested, 1% active. AID 588590, 2011; also: potency is read from the fitted curve at half-maximal effect
Target sequence (Q9UNA4 whole entry, looked up): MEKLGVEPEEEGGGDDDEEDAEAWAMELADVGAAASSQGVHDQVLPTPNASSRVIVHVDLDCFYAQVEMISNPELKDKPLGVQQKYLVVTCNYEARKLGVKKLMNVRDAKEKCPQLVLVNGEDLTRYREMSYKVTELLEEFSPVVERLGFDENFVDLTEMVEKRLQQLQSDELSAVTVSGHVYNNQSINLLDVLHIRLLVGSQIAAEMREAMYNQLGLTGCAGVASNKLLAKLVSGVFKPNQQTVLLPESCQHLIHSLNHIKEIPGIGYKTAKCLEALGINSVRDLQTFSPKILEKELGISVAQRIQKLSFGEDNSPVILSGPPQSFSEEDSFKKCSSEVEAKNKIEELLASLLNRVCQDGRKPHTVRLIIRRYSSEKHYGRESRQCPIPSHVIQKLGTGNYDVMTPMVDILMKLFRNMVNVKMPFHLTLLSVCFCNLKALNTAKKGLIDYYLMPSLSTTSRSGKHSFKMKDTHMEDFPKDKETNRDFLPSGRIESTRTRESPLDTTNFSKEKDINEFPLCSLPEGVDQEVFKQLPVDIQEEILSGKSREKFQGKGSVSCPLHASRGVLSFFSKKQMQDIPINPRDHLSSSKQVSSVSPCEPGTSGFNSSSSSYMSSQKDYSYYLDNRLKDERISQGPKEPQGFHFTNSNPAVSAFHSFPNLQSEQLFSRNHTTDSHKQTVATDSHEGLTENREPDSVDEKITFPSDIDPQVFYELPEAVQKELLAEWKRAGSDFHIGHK
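Pol iota at 10 nM preincubated 15 min with compounds at room temperature; reaction started with fluorescent substrate, 50 nM final. Fluorescence read kinetically at 0 and 10 min; buffer-only wells as negative control.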
Starred values were filed as active, the others as inactive; ? = inconclusive; . = no result given; & = joins results of further samples; [ ] = remark or other dose. Unless noted, calls follow the shape of the dose curve; as a rule, active = well fitted curve in the direction sought with a large enough effect; inconclusive = small, poorly fitted or top-dose-only effect, or another doubt; inactive = no such curve, though single readings can be large; an effect the other way counts as inactive or inconclusive. Only part of the results is shown, so the mix of outcomes need not match the whole.

Screens in order: LDHA inh, GRP78 ERSR act, POLH inh, Apoferritin bind, APE1 inh, Pol beta inh, BLM helicase inh, Pol kappa inh, POLI inh
Cc1nn(S(=O)(=O)N2CCCCC2)c(C)c1Br
→ -4.8, -3.4%, -19.6%, -11.0%, -2.2%, ?, 2.1%, -10.3%, -29.5%
O=C(C1=C(O)C(=O)N(Cc2ccco2)C1c1cccnc1)c1cc2ccccc2o1 (centres undefined)
→ 7.8, 4.0%, ?, -17.0%, -1.0%, 6.5%, -1.8%, -23.1%, ?
COc1ccc(NC(=O)Nc2ccc(OCc3ccccc3)cc2)cn1
→ 1.9, -7.3%, -5.2%, 7.3%, -12.4%, -1.3%, -5.4%, 11.6%, 34.8%[activator]
Cn1c(SCC(=O)N2CCCCCC2)nc2c(c1=O)SCC2
→ 3.0, -2.6%, 7.3%, -9.1%, 16.6%, 10.5%, -4.7%, 4.5%, -1.5%
O=C(O)c1ccc2oc(=O)c(S(=O)(=O)c3ccccc3)cc2c1
→ -3.8, -4.9%, -2.9%, 33.1%[activator], 12.5%, 98.4%, -1.1%, -22.6%, 2.9%
O=S(=O)(c1cnccc1N1CCN(CCO)CC1)N1CCCCC1
→ -5.7, 4.2%, ?, 3.4%, 11.4%, 11.2%, -1.2%, -1.7%, 117.2%[activator]
COc1ccc(CC(O)CC2c3c(cc4c(c3OC)OCO4)CCN2C)cc1 (centres undefined)
→ 1.5, -1.9%, -10.4%, 3.6%, 16.7%, 13.3%, -10.3%, 6.4%, -6.9%
COc1ccc(N(Cc2ccccc2)N=O)cc1
→ 0.7, 2.1%, -5.0%, ?, 28.5%, -0.4%, -13.2%, -7.9%, 28.0%
CCn1c(=O)n(CC)c2cc(N3CCCC3)c(NC(=O)c3cccc(Cl)c3)cc21
→ 6.3, -2.3%, -6.4%, -4.0%, 23.8%, -0.1%, -3.7%, -4.7%, -1.4%
CC(C)c1nc(SCC(=O)Nc2nc3c(s2)CCCC3)c2ccccc2n1
→ 4.4, 0.2%, -13.9%, -12.8%, -2.4%, 10.8%, -6.6%, -12.9%, -2.4%

No new results follow: an excerpt of the list.
Screens in order: LDHA inh, GRP78 ERSR act, POLH inh, Apoferritin bind, APE1 inh, Pol beta inh, BLM helicase inh, Pol kappa inh, POLI inh
Cc1nn(S(=O)(=O)N2CCCCC2)c(C)c1Br
→ -4.8, -3.4%, -19.6%, -11.0%, -2.2%, ?, 2.1%, -10.3%, -29.5%
O=C(C1=C(O)C(=O)N(Cc2ccco2)C1c1cccnc1)c1cc2ccccc2o1 (centres undefined)
→ 7.8, 4.0%, ?, -17.0%, -1.0%, 6.5%, -1.8%, -23.1%, ?

Other results.
Screens in order: LDHA inh, GRP78 ERSR act, POLH inh, Apoferritin bind, APE1 inh, Pol beta inh, BLM helicase inh, Pol kappa inh, POLI inh
COc1ccccc1C(=O)NNC(=O)c1ccc(C)cc1
→ -2.7, 0.0%, -16.7%, 2.5%, 58.2%, 13.7%, 0.0%, -4.7%, 78.1%[activator]
O=C(CCCc1nc(-c2ccco2)no1)Nc1ccccc1[N+](=O)[O-]
→ -4.5, -1.9%, -12.0%, -12.3%, ., ?, -6.6%, -23.0%, ?
C[C@H]1CN=C(N(C)C)N1CCc1ccc(F)cc1
→ -7.1, -0.9%, -7.0%, ., 4.1%, ., ., -8.5%, 16.4%
COc1ccc(S(=O)(=O)N2CCC(C(=O)NCCCc3ccccc3)CC2)cc1
→ -2.0, -6.7%, -13.6%, 3.2%, -21.0%, 1.8%, -2.8%, -17.5%, 5.6%
CC(=O)c1ccc(NS(=O)(=O)c2ccc([N+](=O)[O-])cc2)cc1
→ -9.4, -3.4%, -3.0%, ., ., ., ., -1.7%, 8.7%
COc1ccc(CN2C(=O)CN=C2Nc2cccc(C)c2C)cc1
→ -1.6, -8.8%, -7.1%, -22.8%, -6.2%, -0.7%, 1.9%, -12.7%, -2.3%
COc1cc(/C=C/C(=O)c2cccc([N+](=O)[O-])c2)cc(OC)c1OC
→ -1.6, -13.6%, -10.3%, ?, 3.3%, 7.0%, -1.7%, 4.8%, -6.0%
O=[N+]([O-])c1ccc(O)c(Nc2c([N+](=O)[O-])ccc3nonc23)c1
→ 2.4, -12.2%, -6.8%, -19.4%, 62.6%[activator], 5.7%, 0.6%, -13.8%, 40.8%[activator]
Cc1cc(NC(=O)COn2nnc3ccc(S(C)(=O)=O)cc32)ccc1Br
→ 0.0, 1.0%, -17.8%, ?, 3.3%, 19.6%, -2.7%, 5.6%, -7.7%
CC(C)CNC(=O)C1CCN(Cc2ccc(OCc3ccccc3)cc2)CC1
→ -9.9, 3.7%, -17.4%, -12.9%, -1.9%, -0.7%, -7.3%, -3.5%, 8.4%
S=c1[nH]c2cnc(Cl)nc2[nH]1
→ -1.4, -2.7%, -3.6%, ., ., ., ., -14.4%, ?
Cc1ccc(S(=O)(=O)N2CCCCC2)cc1C(=O)N(CCc1ccccc1)Cc1ccccc1
→ -2.2, -3.7%, -11.7%, ., 12.2%, ., ., -4.8%, -0.4%
CCOc1ccc(-c2cn3ccccc3n2)cc1[N+](=O)[O-]
→ 2.5, 1.0%, -18.7%, -16.2%, 1.4%, 6.8%, -2.0%, -9.3%, 21.4%
Cc1cc(=O)n2nc(N3CCC(C(=O)Nc4cccc(Cl)c4C)CC3)sc2n1
→ -19.0, 5.6%, -0.1%, -3.3%, 31.8%, 39.9%, -0.5%, 0.1%, -8.3%
O=C(CN(C(=O)CNC(=O)c1cccs1)c1ccccc1F)NC1CCCC1
→ -1.2, -5.4%, -6.8%, -2.5%, -7.2%, 4.4%, 1.2%, 2.3%, 114.8%[activator]
COC(=O)N1CCCc2cc(C)ccc21
→ -10.1, -1.0%, -9.8%, -14.2%, 1.0%, 16.8%, -1.6%, -7.6%, ?
COc1cccc(C2CC(c3ccccc3)Nc3ncnn32)c1 (centres undefined)
→ 5.6, -0.8%, -10.8%, -2.3%, 2.8%, 0.4%, -0.5%, -2.7%, -10.1%
O=C(COC(=O)COc1ccccc1F)Nc1ccc(Cl)cn1
→ 1.1, -4.4%, -28.3%, 12.4%, -3.2%, 33.6%, -3.4%, 5.5%, 33.3%[activator]
O=C(CSc1nnc(-c2ccc(F)cc2)o1)N1CCCC1
→ -4.6, -0.8%, -12.0%, -4.9%, 1.1%, 70.5%, -2.8%, -6.6%, 118.3%[activator]
Cc1ccc(-c2nc(Nc3cccc(O)c3)c3ccccc3n2)cc1
→ -2.4, -2.2%, -8.7%, -6.9%, -12.8%, 13.7%, -14.9%, 7.8%, -6.6%
CN(C(=O)CSc1nnc(CN2CCCC2)n1Cc1ccccc1)c1ccccc1
→ -3.9, -1.1%, -7.5%, ., 37.7%, ., ., -8.2%, 26.4%
COc1ccc(C(C)=O)cc1COC(=O)CNC(=O)c1ccc(Cl)cc1
→ -6.0, -1.4%, -22.7%, -6.9%, -0.1%, ?, -2.9%, -4.7%, ?
COCCCNc1nc2c(-c3cccc(C)c3)nnn2c2ccccc12
→ -1.9, -2.9%, -6.6%, -6.7%, -1.5%, ?, -5.6%, -1.2%, 24.6%
Cn1c(=O)[nH]c(=O)c2c1nc(CN1CCN(c3ccccc3F)CC1)n2Cc1ccc(F)cc1
→ 14.7&-3.8, -2.9%, 8.8%, -3.5%, ., -8.1%, -3.8%, -6.6%, 0.8%
CCN(CC)S(=O)(=O)c1ccc(/C=C/C(=O)OCC(=O)NC(=O)C2COc3ccccc3O2)cc1 (centres undefined)
→ -11.1, -1.3%, -7.9%, ., -0.9%, ., ., -6.5%, 93.3%[activator]
CCCN(CC(=O)Nc1cccc(S(N)(=O)=O)c1)CC(=O)Nc1ccc(F)c(F)c1F
→ -4.4, 4.5%, -20.4%, -3.4%, 0.5%, 6.8%, -15.8%, 2.5%, -6.7%
CN(C)C(CNC(=O)c1coc2ccccc2c1=O)c1ccccc1 (centres undefined)
→ -7.9, -6.7%, -15.8%, 0.3%, -8.1%, 47.3%, 0.1%, -18.3%, 23.9%
Cc1cc([N+](=O)[O-])nn1CC(=O)N(C)C1CCCCC1
→ -10.1, -1.4%, 3.1%, 5.1%, -4.9%, 18.0%, 3.0%, -3.8%, -13.2%
CCCCN(CCCC)c1nc(OC)nc(-n2nnc(C(C)=O)c2C)n1
→ 1.0, -7.9%, -17.0%, ?, 1.6%, 17.7%, -7.9%, -1.6%, -5.5%
CC(=O)c1ccc(N=Cc2c(O)n(-c3cc(Cl)ccc3N3CCOCC3)c(=O)c3ccccc23)cc1
→ 0.5, -3.7%, -15.4%, -8.9%, -5.0%, 1.9%, -5.3%, -15.1%, 22.4%
NC(=O)CSc1nnc2ccc(-c3ccc(Cl)cc3)nn12
→ -1.7, -3.6%, -17.4%, -11.0%, 0.0%, 18.1%, -2.3%, 2.6%, 43.6%[activator]
O=C(COC(=O)/C=C/c1ccc2c(c1)OCO2)Nc1ccc(S(=O)(=O)N2CCCC2)cc1
→ -2.0, -3.6%, -23.9%, ?, -0.1%, ?, -6.9%, -17.5%, 340.2%[activator]
O/N=C1\CCCc2ccc(Cl)cc21
→ 2.5, -0.4%, -18.3%, ?, 3.5%, 1.6%, -2.4%, -0.6%, 27.4%
CCOc1ccccc1NC(=O)C1CCCN(S(=O)(=O)c2ccccc2)C1 (centres undefined)
→ -14.4, -1.6%, 4.8%, -5.0%, 6.5%, 14.2%, -2.6%, -3.5%, -18.1%
COc1cccc(OC)c1OCCNCC1CSc2ccccc2O1 (centres undefined)
→ -5.0, -1.4%&-0.5%, 2.6%[57.1 µM], ., ?, -5.2%[57.1 µM], ., 3.0%[60.1 µM], -8.4%[58.9 µM]
